Screening results deposited in PubChem BioAssay by several laboratories.
TROY signal inh: inhibitors of TROY-driven NF-kB signaling, primary screen, Q293 LMP1-TROYcd cells, NF-kB luciferase, uHTS. Q293 LMP1-TROYcd NF-kB luciferase reporter, 4 h. inhibition, % at 10 µM. 0.98% of 360,000 active;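 active = compounds whose plate-normalised and pattern-corrected inhibition of the luciferase reporter signal at the single screening dose is 50% or more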
LRH-1 inv ag: LRH-1 (NR5A2) inverse agonists, primary screen, cell-based, luminescence, HEK293T, StAR-luciferase reporter; inhibition, % at 3.6 µM; 0.13% of 360,000 active; Nuclear receptor subfamily 5 group A member 2 (Homo sapiens), O00482; LRH-1 transfected, 24 h;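 active = inhibition above the mean inhibition of all tested compounds plus 3 SD, cut at about 73% in these data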;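 also: 0% = DMSO wells and 100% = reporter-only cells lacking LRH-1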
SRC3 inh: SRC3 coactivator transcriptional activity inhibitors, primary screen, cell-based, luminescence; Nuclear receptor coactivator 3 (Homo sapiens), Q9Y6Q9; inhibition, % at 3.6 µM; AID 588352, 2011; 0.17% of 360,000 active; HEK293 GAL4-SRC3 luciferase reporter;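 active = inhibition above a per-campaign cutoff, the mean of all compounds plus 3 SD, cut at about 60% in these data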;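 also: 0% = DMSO-treated cells and 100% = gossypol-treated cells at 36 µM; higher means less SRC3-driven luciferase light from the GAL4 reporter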
Target sequence (Q9Y6Q9 whole entry, looked up, the tested form may be a part): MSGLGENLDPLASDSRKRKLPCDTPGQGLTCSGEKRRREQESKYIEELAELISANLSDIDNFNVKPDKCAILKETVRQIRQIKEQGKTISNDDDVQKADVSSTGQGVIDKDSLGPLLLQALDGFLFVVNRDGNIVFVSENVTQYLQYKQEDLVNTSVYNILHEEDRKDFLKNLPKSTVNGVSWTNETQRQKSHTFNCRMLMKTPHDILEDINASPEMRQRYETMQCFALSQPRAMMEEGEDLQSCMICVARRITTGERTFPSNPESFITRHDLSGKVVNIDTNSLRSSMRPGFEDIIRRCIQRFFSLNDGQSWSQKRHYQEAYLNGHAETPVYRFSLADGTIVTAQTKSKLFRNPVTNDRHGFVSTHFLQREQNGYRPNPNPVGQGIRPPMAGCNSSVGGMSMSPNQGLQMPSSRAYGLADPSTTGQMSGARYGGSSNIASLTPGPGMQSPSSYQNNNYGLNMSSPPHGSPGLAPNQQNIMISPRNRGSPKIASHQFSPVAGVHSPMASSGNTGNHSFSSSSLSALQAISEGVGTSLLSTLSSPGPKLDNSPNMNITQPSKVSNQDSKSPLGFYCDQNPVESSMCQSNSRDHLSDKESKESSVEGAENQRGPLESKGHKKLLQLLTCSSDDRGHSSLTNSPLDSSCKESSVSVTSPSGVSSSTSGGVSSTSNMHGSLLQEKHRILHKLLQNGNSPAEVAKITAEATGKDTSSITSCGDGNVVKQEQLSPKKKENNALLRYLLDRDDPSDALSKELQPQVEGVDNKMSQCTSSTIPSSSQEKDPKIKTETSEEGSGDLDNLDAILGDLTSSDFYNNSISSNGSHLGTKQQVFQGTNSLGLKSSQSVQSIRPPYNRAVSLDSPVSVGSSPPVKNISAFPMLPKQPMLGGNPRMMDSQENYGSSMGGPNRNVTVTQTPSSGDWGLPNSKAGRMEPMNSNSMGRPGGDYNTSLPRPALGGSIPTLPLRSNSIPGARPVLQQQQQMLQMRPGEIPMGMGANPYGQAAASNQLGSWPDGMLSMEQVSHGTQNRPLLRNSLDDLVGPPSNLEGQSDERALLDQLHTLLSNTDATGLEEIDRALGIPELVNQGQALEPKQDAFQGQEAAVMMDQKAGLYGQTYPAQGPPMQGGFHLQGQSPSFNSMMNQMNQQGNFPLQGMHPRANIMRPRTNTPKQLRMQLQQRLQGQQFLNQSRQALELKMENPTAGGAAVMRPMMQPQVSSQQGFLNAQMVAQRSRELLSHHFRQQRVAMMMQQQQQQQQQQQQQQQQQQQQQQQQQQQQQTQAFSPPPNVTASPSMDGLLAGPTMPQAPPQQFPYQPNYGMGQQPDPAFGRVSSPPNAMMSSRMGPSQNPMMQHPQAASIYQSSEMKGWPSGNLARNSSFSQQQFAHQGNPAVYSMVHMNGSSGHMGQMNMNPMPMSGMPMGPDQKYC
KKLEB tox: cytotoxicity in KKLEB CF airway cells, primary screen, cytotoxicity control for CF NF-kB inhibitor project, cell-based, uHTS, fluorescence assay plates | AID 602141, 2011 | activity change (cytotoxicity), % at 5 µM | 0.36% of 360,000 active | KKLEB CF airway cells viability, ATPlite luminescence, overnight; stronger effect = lower value; cells stimulated with P. aeruginosa culture filtrate;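 active = corrected activity change at or below -50% at 5 µM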
Shn3 3UTR inh: reduction of Shn3 3'UTR firefly luciferase signal, primary screen, Schnurri-3 inhibitor project, cell-based, Clone20 osteoblasts, set 2; inhibition, % at 12.5 µM; 0.52% of 360,000 active; Clone20 osteoblast Shn3 3'UTR firefly luciferase, 24 h;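 active = mean inhibition of at least 75% with every replicate also reaching 75%; inconclusive = mean inhibition at least 75% but some replicate below; inactive = mean inhibition below 75%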;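 also: 0% = median of neutral control wells and 100% = pilot-screen positive control compound; some compounds past the cut are filed as inactive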
NR2F2 inh: NR2F2 transcriptional activity inhibitors, primary screen, cell-based, luciferase reporter, HEK293T, luminescence | HEK293T NGFI-A luciferase reporter | inhibition, % at 8.6 µM | 0.7% of 370,000 active | AID 686940, 2013;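 active = inhibition above a per-plate cutoff, mean inhibition of test wells between control levels plus 3 SD, cut at about 38% in these data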;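 also: cells cotransfected with COUP-TFII expression vector driving the NGFI-A reporter; 0% = median of COUP-TF2 test wells and 100% = reporter-only cells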
TWEAK-Fn14 inh: inhibitors of TWEAK-Fn14 signaling, primary screen, luciferase reporter cells, uHTS | AID 1159606, 2016 | TWEAK-stimulated Fn14 reporter cells, luciferase luminescence, 8 h | inhibition, % at 10 µM | 2% of 360,000 active; in the data active = inhibition above about 50%
C8 TRAIL sens: viability loss with TRAIL in NB7+C8 cells, primary screen, TRAIL sensitizer project, cell-based, ATPlite luminescence. inhibition (viability loss, TRAIL sensitization), % at 10 µM. 1% of 360,000 active;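 active = compounds causing at least 50% loss of cell viability in the single-dose screen, relative to plate controls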
EBV LMP1 NFkB: EBV LMP1-driven NF-kappaB luciferase reporter inhibitors, primary screen, cell-based, luminescence, single point; LMP1-induced NF-kappaB luciferase reporter cells; inhibition, % at 12.5 µM; 0.69% of 350,000 active; AID 504558, 2011; in the data active = inhibition above about 41%; inconclusive = no clear call, values can overlap the other calls;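 also: 0% = neutral control wells and 100% = reference inhibitor control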
CF NFkB block: inhibitors of PAF-induced NF-kB signaling, primary screen, cell-based, GFP fluorescence, uHTS; KKLEB NF-kB-GFP reporter, GFP fluorescence overnight; inhibition, % at 5 µM; 0.86% of 360,000 active; AID 588850, 2011;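 active = at least 50% inhibition at 5 µM, scaled per plate between neutral and stimulator controls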;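 also: PAF is a Pseudomonas aeruginosa culture filtrate used as stimulus; plate controls were PAF-stimulated DMSO wells for no effect and unstimulated DMSO wells for full effect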
NCOA1 inh: SRC1 coactivator transcriptional activity inhibitors, primary screen, cell-based, luminescence. Nuclear receptor coactivator 1 (Homo sapiens), Q15788. HEK293 GAL4-SRC1 luciferase reporter. inhibition, % at 3.6 µM. 0.12% of 360,000 active;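 active = inhibition above the campaign mean plus 3 SD, with each screening campaign given its own cutoff, cut at about 60% in these data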;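 also: 0% = DMSO treated cells and 100% = gossypol at 36 µM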
* marks the source's active call; other numbers are inactive results; ? = inconclusive; nt = no result given. Some of the compounds tested, so the mix of outcomes need not match the whole.

SMILES	TROY signal inh	LRH-1 inv ag	SRC3 inh	KKLEB tox	Shn3 3UTR inh	NR2F2 inh	TWEAK-Fn14 inh	C8 TRAIL sens	EBV LMP1 NFkB	CF NFkB block	NCOA1 inh
O=C(CSc1nc(O)c(C(c2ccccc2)c2ccccc2)c(=O)[nH]1)N1CCOCC1	0	-7	15	7	8	8	15	-3	6	-9	3
CCN1C(=O)[C@H]2[C@@H](c3ccc(-c4ccc(C(C)=O)cc4)cc3)N3CCCC[C@@]3(C(=O)OC)[C@H]2C1=O	16	-11	-2	-2	4	8	7	5	-2	-3	8
COC(=O)C1=C(Cn2cnc3ccccc32)NC(=O)NC1c1cc(C)ccc1C (stereo unspecified)	-8	-3	9	5	-2	-6	12	17	-2	8	5
C=C1CCC[C@]2(C)C[C@H]3OC(=O)C(CN(C)CC(OC)OC)[C@H]3CC12 (stereo partly specified)	7	8	5	-6	-19	0	22	5	14	7	9
CC1Sc2ccc(S(=O)(=O)N3CCC(C(=O)NCC(C)c4ccccc4)CC3)cc2NC1=O (stereo unspecified)	21	-8	1	-9	78	10	13	-2	-8	-14	4
CN[C@@H](CO)C(=O)NC[C@H]1O[C@@H](n2cnc3c(=O)[nH]c(N)nc32)[C@H](O)[C@@H]1O	-2	2	0	1	9	4	2	-5	nt	5	14
CN(C)CC(C)(C)CNS(=O)(=O)c1cccc(Cl)c1Cl	-21	14	-1	4	7	10	-36	10	-1	-4	0
CCNC(=S)N(CCc1ccc(S(N)(=O)=O)cc1)C1CC(=O)N(c2ccccc2)C1=O (stereo unspecified)	1	27	5	9	4	-15	5	0	-1	2	5
COC(=O)CSc1nc2ncccc2[nH]1	-10	-12	13	0	-11	-4	0	-13	-2	-6	-5
CCOC(=O)N1CCN(C(=O)c2ccc3nc4ccsc4c(=O)n3c2)CC1	-21	9	-11	7	0	14	15	-6	-10	-16	-31
CCOC(=O)COc1ccc(/C=C2\NC(=S)N(CC)C2=O)cc1	37	3	-8	-15	-1	-5	2	9	6	18	12
Cc1ccc(S(=O)(=O)N/N=C/c2cc([N+](=O)[O-])ccc2O)cc1[N+](=O)[O-]	14	5	8	-1	3	1	-63	-4	7	-19	-11
COC(=O)[C@H]1C[C@@]2(O)CN(S(=O)(=O)c3ccc(C)cc3)C[C@@]2(OC(=O)NC2CCCC2)C[C@H]1C(=O)OC	1	20	-2	6	-67	2	-17	-8	-4	10	7
C[C@@H]1CN([C@H](C)CO)C(=O)CCCn2cc(nn2)CO[C@H]1CN(C)C(=O)Nc1ccc(F)cc1	-8	16	5	4	0	-2	-4	-8	-2	2	9
COc1ccc(C(=O)Cn2c(Cl)nc3c2c(=O)n(C)c(=O)n3C)cc1	11	-5	4	3	-18	-10	13	28	1	-11	-10
Cc1cc(S(=O)(=O)NCc2cccnc2)ccc1F	-9	12	3	2	9	-3	3	2	-7	-2	0
CCOC(=O)c1c(CN2CCC(C)CC2)n(C)c2cc(Br)c(OC)cc12	9	22	20	-10	18	10	-25	16	-1	-8	-4
C=C(C)CNC(=S)N/N=C/c1c(F)cccc1F	-14	7	3	20	-1	-12	3	4	0	-5	2
O=C(Cn1c(C(F)(F)F)nc2ccccc21)Nc1ccccc1C(=O)O	-9	-13	9	-11	1	1	-17	45	4	14	11
COc1ccc2c(Cl)c(C(=O)NCCc3ccc(S(N)(=O)=O)cc3)sc2c1	-3	2	-16	3	-20	-2	-21	-10	-12	-5	-9

Among those listed so far, 3 have an NH in an aromatic ring.
SMILES	TROY signal inh	LRH-1 inv ag	SRC3 inh	KKLEB tox	Shn3 3UTR inh	NR2F2 inh	TWEAK-Fn14 inh	C8 TRAIL sens	EBV LMP1 NFkB	CF NFkB block	NCOA1 inh
O=C(CSc1nc(O)c(C(c2ccccc2)c2ccccc2)c(=O)[nH]1)N1CCOCC1	0	-7	15	7	8	8	15	-3	6	-9	3
CN[C@@H](CO)C(=O)NC[C@H]1O[C@@H](n2cnc3c(=O)[nH]c(N)nc32)[C@H](O)[C@@H]1O	-2	2	0	1	9	4	2	-5	nt	5	14
COC(=O)CSc1nc2ncccc2[nH]1	-10	-12	13	0	-11	-4	0	-13	-2	-6	-5

(further entries)
SMILES	TROY signal inh	LRH-1 inv ag	SRC3 inh	KKLEB tox	Shn3 3UTR inh	NR2F2 inh	TWEAK-Fn14 inh	C8 TRAIL sens	EBV LMP1 NFkB	CF NFkB block	NCOA1 inh
CCOc1cc(NC(=S)NCCCN2CCOCC2)c(OCC)cc1NC(=O)c1ccccc1	21	-8	26	2	23	8	1	2	3	10	-15
Cc1cc(/C=C2\C(=N)N3C(SCc4ccccc4)=NSC3=NC2=O)c(C)n1Cc1ccccc1	-8	-6	5	-53*	-7	1	-13	6	1	30	-37
O=C(c1ccncc1)N1CCN(C(=O)c2cccc3ccccc23)CC1	-18	-9	-10	9	7	17	-19	1	-5	-16	-1
CC(=O)/C=C\c1cn(-c2ncc(C(F)(F)F)cc2Cl)c2ccccc12	-11	7	-3	-5	2	12	31	3	-15	0	-1
CC(=O)Nc1ccc(S(=O)(=O)Nc2cccc(N(C)S(C)(=O)=O)c2)cc1	10	9	-9	8	24	6	-5	-4	7	6	-22
CC/C(=N/NC(=O)c1ccc(Br)o1)c1ccc(Cl)cc1	-43	-110	-48	8	-5	-48	-2	-13	-1	2	-68
Cc1ccc(-c2ccc(CCC(=O)O)n2-c2ccc(O)cc2)cc1	-23	-7	-36	-12	-7	20	14	-3	5	7	-7
COc1ccccc1NC(=O)C1=C(C)Nc2nnnn2C1c1ccccc1OC (stereo unspecified)	-1	6	-6	8	14	-7	-6	0	-8	-26	-18
O=[N+]([O-])c1cc2c(cc1/C=N/n1cnnc1)OCO2	9	-2	-4	3	-5	13	-9	-2	-7	-2	13
CC(=O)c1cccc(NC(=S)NC(=O)C(C)C)c1	-34	12	-6	6	1	-19	10	-1	2	-2	10
CCOc1ccc2nc(NC(=O)Cn3[nH]c(=O)c4ccccc4c3=O)sc2c1	-14	-87	-54	-1	-9	-19	-23	8	-17	4	-53
Cn1c(=O)[nH]c(=O)c2c1nc(N(CCO)Cc1ccccc1)n2CCCc1ccccc1	-15	-3	15	17	12	-8	-19	23	-3	0	-32
O=S(=O)(NC1=NCCCCC1)c1ccc(Cl)cc1Cl	-33	11	14	-1	-4	3	6	-10	1	1	-9
Cc1ccc(NC(=O)CCC(=O)NNC(=S)Nc2ccc(F)cc2)c(C)c1	-11	-9	-5	13	-3	-9	2	-5	-2	-20	-18
COc1ccc(C(=O)Nc2nc3ccccc3c(=O)[nH]2)cc1	-25	-169	-103	26	-14	-49	53*	36	-1	-32	-112
C[C@@H]1O[C@@H](OCCC(=O)O)[C@H](O)C[C@H]1O	-11	-14	3	-4	-25	-23	7	9	-4	-31	-31
Cc1ccccc1-c1nn(-c2ccc(F)cc2F)cc1CNCCCO	-7	2	-1	5	-4	22	12	-4	-3	7	-1
CCC[n+]1c(C)sc2c3c(ccc21)CCCC3	-10	3	11	-23	92*	nt	4	7	23	58*	-12
Cc1c2cnn(-c3ccccc3)c(=O)c2c(C)n1CCCC(=O)N1CCN(C)CC1	-8	-8	-15	9	-4	-4	-10	4	4	-11	1
Cc1nc2nc(C)n(CCN3CCOCC3)c(=O)c2c(-c2cccc([N+](=O)[O-])c2)c1C(=O)CCCCCCCCCCN1CCC(c2ccccc2)(c2ccccc2)CC1	49	30	16	-21	?	12	96*	92*	1	18	4
CC(C)COC(=O)Nc1nnc(SCCOc2ccccc2)s1	-11	1	11	5	-8	0	-29	-8	3	-6	9
CCOC(=O)N1CCN(c2c(NCCCN(C)c3ccccc3)c(=O)c2=O)CC1	-12	-17	5	2	-3	31	4	3	-5	-10	-5
CCN(CC)c1ccc(S(=O)(=O)N2CCOCC2)cc1NC(=O)CN1C(=O)NC2(CCC(C)CC2)C1=O (stereo unspecified)	-8	-11	1	-3	0	-10	-22	7	-8	2	3
Cc1ccccc1NC(=O)C1CCCN(S(=O)(=O)c2ccc3c(c2)C(C)(C)C(=O)N3C)C1 (stereo unspecified)	-5	18	-10	-8	9	19	-16	-20	4	-6	5
Cc1onc(-c2ccccc2Cl)c1C(=O)Oc1cccc2cccnc12	10	-4	5	0	10	12	0	-2	-13	14	-1
CN1CCN(S(=O)(=O)c2ccc(Nc3cccc(Cl)c3)c([N+](=O)[O-])c2)CC1	-20	15	22	21	1	15	-15	-1	-3	18	-4
CCc1nnc(NS(=O)(=O)c2ccc(NC(=O)CCC(=O)OC)cc2)s1	21	16	3	-12	-25	-16	5	-6	-20	4	-28
CCOc1ccccc1OCC(=O)Nc1cc(C)on1	13	-4	2	18	-18	24	3	0	-3	-8	1
CC(C)(C)c1ccc2cc(F)cc(F)c2n1	-14	2	-29	1	-9	-2	2	-7	nt	-18	0

In the list so far, 3 contain a COOH group:
SMILES	TROY signal inh	LRH-1 inv ag	SRC3 inh	KKLEB tox	Shn3 3UTR inh	NR2F2 inh	TWEAK-Fn14 inh	C8 TRAIL sens	EBV LMP1 NFkB	CF NFkB block	NCOA1 inh
O=C(Cn1c(C(F)(F)F)nc2ccccc21)Nc1ccccc1C(=O)O	-9	-13	9	-11	1	1	-17	45	4	14	11
Cc1ccc(-c2ccc(CCC(=O)O)n2-c2ccc(O)cc2)cc1	-23	-7	-36	-12	-7	20	14	-3	5	7	-7
C[C@@H]1O[C@@H](OCCC(=O)O)[C@H](O)C[C@H]1O	-11	-14	3	-4	-25	-23	7	9	-4	-31	-31
